Rin1-Abl PPI inh = inhibitors of Rin1-Abl protein binding, primary screen, biochemical, TR-FRET; inhibition, % at 7.35 µM; 0.4% of 360,000 active; Tyrosine-protein kinase ABL1 (Homo sapiens) + Ras and Rab interactor 1 (Homo sapiens), …; in the data active means inhibition above about 5%, passing the limit was not always enough
MLLE-PAM2 inh = inhibitors of PABP1 MLLE–PAM2 peptide binding, primary screen, biochemical, fluorescence polarization, FITC-PAM2, GST-MLLE; AID 588489, 2011; Polyadenylate-binding protein 1 (Homo sapiens), P11940; 0.36% of 360,000 active; inhibition, % at 20 µM; in the data active means inhibition above about 35%, passing the limit was not always enough;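 further: plate controls were DMSO wells with GST-MLLE for no effect and wells lacking GST-MLLE protein for full effect; some results filed as inactive read as strong as hits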
CSN deneddyl inh = inhibitors of CSN-mediated cullin deneddylation, primary screen, biochemical, fluorescence polarization, uHTS; 0.38% of 360,000 active; inhibition, % at 12.5 µM; AID 651999, 2013; COP9 signalosome complex subunit 5 (Homo sapiens), Q92905; Purified CSN, SCF-Nedd8-OG deneddylation;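 active means pattern-corrected inhibition above about 35%, with an unprinted fluorescence ratio check between 0.5 and 1.5, limit read from the data, passing the limit was not always enough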;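 further: 0% = enzyme with substrate and 100% = substrate without enzyme; some results filed as inactive read as strong as hits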
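Assay system: HEK293T-derived human Csn5 enzyme; quantity: 0.24 nM enzyme; medium: Tris/NaCl/DTT buffer, pH 7.5; also added: substrate SCFSkp2-Nedd8OG, 10 nM; doses: 12.5 µM compound; schedule: 90 min reaction at room temperature; signal: FP; read-out: % inhibition of substrate cleavage by Csn5; benchmarks: substrate-only high control, full reaction low control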
MsrA inh = bovine MsrA enzyme inhibitors, primary screen, biochemical, absorbance, HTS | 0.75% of 360,000 active | purified bovine MsrA, absorbance read-out | inhibition, % at 15.5 µM | Methionine sulfoxide reductase A (Bos taurus); in the data active means inhibition above about 4.5%;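 further: 0% = vehicle wells with enzyme and 100% = reference inhibitor wells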
TbMetRS inhib = T. brucei MetRS inhibitors, primary screen, biochemical, luminescence; methionyl-tRNA synthetase (Trypanosoma brucei brucei); purified T. brucei MetRS, ATP depletion, Kinase-Glo luminescence; inhibition, % at 11.9 µM; 0.4% of 360,000 active; AID 624268, 2012;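 active means inhibition above a per-plate cutoff of the control wells' mean inhibition plus 3 SD, cut at about 5.5% in these data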;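 further: 0% = DMSO wells median and 100% = median of wells with control inhibitor compound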
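Dosing: 11.9 µM single point; system: parasite MetRS enzyme; technique: luminescence of leftover ATP; times: 15 min enzyme-compound preincubation, 2 h reaction, 10 min detection, 25 °C; replicates: each compound tested once; read-out basis: percent inhibition relative to median high and low control wells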
eLon inh = inhibitors of E. coli Lon protease, primary screen, biochemical, fluorescence polarization. purified E. coli Lon protease. inhibition, % at 7.94 µM. 0.42% of 360,000 active. AID 602123, 2011; in the data active means inhibition above about 13%, passing the limit was not always enough;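 further: 0% = enzyme with probe and DMSO and 100% = no enzyme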
FAS TE block = FAS thioesterase domain inhibitors, primary screen, biochemical, fluorescence intensity, uHTS; recombinant FAS-TE, OMFH fluorogenic substrate, fluorescence endpoint; 0.67% of 360,000 active; inhibition, % at 15 µM; Fatty acid synthase (Homo sapiens), P49327;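 active means compounds whose normalised, plate-corrected inhibition of enzyme fluorescence in the single-dose primary screen is 50% or more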;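 further: 0% = DMSO with enzyme and 100% = substrate without enzyme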
Neddyl block = inhibitors of cullin neddylation, primary screen, biochemical, TR-FRET, uHTS, NAE and Ubc12 | AID 651699, 2012 | calls only at 25 µM | 0.58% of 360,000 active; in the data active means inhibition above about 36%
bovine MsrA act = bovine MsrA enzyme activators, primary screen, biochemical, absorbance, HTS | purified bovine MsrA, absorbance read-out | activation, % at 10.6 µM | 0.3% of 360,000 active | Methionine sulfoxide reductase A (Bos taurus); in the data active means activation above about 7.5%;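 further: 0% = vehicle and 100% = reference activator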
* = called active by the depositor; i = inactive; . = not tested or not shown.

Every second line gives: Rin1-Abl PPI inh	MLLE-PAM2 inh	CSN deneddyl inh	MsrA inh	TbMetRS inhib	eLon inh	FAS TE block	Neddyl block	bovine MsrA act
COc1ccc(C(=O)N2CC(c3ccc(Cl)cc3)CC2=O)cc1 (stereo not drawn)
  -5	-3	-3	-0.5	-0.1	3	-6	i	-2
Cc1cc2ccccc2nc1SCC(=O)N1c2ccccc2CC1C (stereo not drawn)
  2	4	-1	0.3	-1.0	-3	24	i	7
CC(OC(=O)c1ccc2ncsc2c1)C(=O)Nc1ncc(Cl)cc1Cl (stereo not drawn)
  -2	7	0	1.7	0.1	-7	-5	i	-3
CC(C)CNC(=O)C1CCN(c2ccc(S(=O)(=O)N3CCOCC3)cc2Cl)CC1
  5	1	-2	-0.9	-1.2	-9	-17	i	-5
Fc1ccc(NC(=S)Nc2cccnc2)c(Cl)c1
  -2	-7	0	-1.1	-1.0	-6	0	i	-3
COc1ccc(Br)c(C(=O)N2CCN(S(=O)(=O)c3cccs3)CC2)c1
  -4	6	-5	-0.5	-0.7	4	4	i	4
CN(C)c1nc(NCc2ccccc2)nc(SCC(=O)Nc2ccccc2)n1
  2	-12	4	1.0	-0.4	0	27	i	18*
CCCn1nnc(NC(=O)c2ccc(-c3cc(Cl)ccc3Cl)o2)n1
  0	-4	3	0.5	0.1	3	28	i	-3
Cc1ccc2c(c1)NCCO2
  4	11	-4	-1.0	-0.1	-9	-3	i	-2
O=C(NCc1cccnc1)c1cc(C2CCCCN2C(=O)c2ccc3c(c2)CCO3)on1 (stereo not drawn)
  -2	3	-1	0.9	-0.3	5	-8	i	-2
CCCCN(C(=O)COC(=O)c1sccc1C)c1c(N)n(CCC)c(=O)[nH]c1=O
  -2	-5	-2	0.7	0.0	-5	-6	i	-3
O=C1/C(=C/c2cccnc2)SC(=S)N1c1ccc(F)cc1
  4	43*	2	0.9	-0.6	-5	-5	i	-3
O=C(CN1C(=O)/C(=C/c2ccccc2F)Sc2ccccc21)NCc1cccnc1
  0	8	-4	1.5	-1.3	-2	-5	i	-13
COc1ccc(C(=C(CC(=O)O)C(=O)OC(C)(C)C)c2cc(OC)c(OC)c(OC)c2)cc1OC
  0	8	-2	0.0	-0.1	-4	-7	i	-4
CCN(CC)C(=O)N(CC)Cc1ccccc1
  -1	-4	3	0.1	-0.8	-4	-8	i	-4
CCN(C(=O)COC(=O)/C=C/c1cccc(Br)c1)C1CCS(=O)(=O)C1 (stereo not drawn)
  6	-9	5	0.3	0.2	7	0	i	-6
COc1cc(OC)cc(C(=O)NC(C(=O)NCCN(C)C)C23CC4CC(CC(C4)C2)C3)c1 (stereo not drawn)
  -2	4	-3	0.3	-0.1	2	-3	i	-1
O=C(Nc1ccccc1N1CCOCC1)C1(c2ccc(Cl)cc2)CCC1
  -2	10	7	-1.2	-1.0	-6	31	i	-3
Cc1ccccc1NC(=O)CN1C(=O)COc2ccc(S(=O)(=O)N3CCCC3)cc21
  -3	1	-4	-0.5	-0.3	0	-4	i	-1
NC(=O)c1ccc(NC(=O)CNC(=O)c2sc3ccccc3c2Cl)cc1
  -3	-3	9	0.6	-0.4	10	-11	i	-7
CC(=O)NC(Cc1ccc(F)cc1)C(=O)NC1CCN(C(=O)Nc2cccc(C)c2)CC1 (stereo not drawn)
  -1	-3	2	0.0	-0.3	1	0	i	-3
C=CCC(=O)NC1CCCc2c1cnn2-c1cc(F)cc(F)c1 (stereo not drawn)
  -5	-1	4	-0.5	-0.8	-3	-5	i	-3
Cc1nn2c(-c3ccc(Cl)cc3)nnc2s1
  -2	-3	5	-0.2	-0.1	6	-7	i	-4
NC(CCc1ccccc1)c1csc(Nc2ccc(C(=O)c3ccccc3)cc2)n1 (stereo not drawn)
  -3	-6	5	-0.1	0.0	-4	-28	.	-1
O=C(C1=C[C@H](c2ccc(Br)cc2)C[C@H](OCc2ccc(CO)cc2)O1)N1CCOCC1
  3	1	-4	-0.9	-0.1	-10	-2	i	-2
O=C(NNC(=O)C12CC3CC(CC(C3)C1)C2)c1ccco1
  3	-3	-7	1.3	-0.7	7	-6	i	-2
CCOc1ccc(NS(=O)(=O)c2ccc(C(=O)N(CC)CC(=O)NCc3cccs3)cc2)cc1
  0	9	12	-0.6	0.0	3	1	i	-5
COc1cccc(NC(=S)NN=C2CCCCCC2)c1
  2	18	-10	0.4	-0.9	-7	5	i	-7
CC[C@@H]1CCCCc2ccccc2[C@H](C(=O)C[C@@H](O)CC(C)=O)OC1=O
  4	-1	3	0.6	-0.4	-1	-8	i	1
CCOC(=O)C1=C(COC(=O)C(C)(C)Oc2ccc(Cl)cc2)NC(=O)NC1C (stereo not drawn)
  3	-5	3	-0.1	-0.1	-5	12	i	-1
CCOc1ccc(C(=O)NCC(=O)NCCCSc2ccccc2)cc1OCC
  -4	-15	3	-0.4	-0.4	-12	-4	i	1
COc1cccc(NC(=O)CN(C)C(=O)c2cccc(NS(=O)(=O)c3ccccc3)c2)c1
  -4	13	2	1.0	-0.2	-6	0	i	4
COc1ccc(C(=O)N2CCN(C)C(=O)[C@@H]2C)cc1OC1CCN(C(C)=O)CC1
  -2	-4	1	0.6	-0.4	5	-4	i	-4
Cc1cc(/C=C(/C#N)c2nc3ccccc3[nH]2)c(C)n1-c1cccc([N+](=O)[O-])c1
  0	-2	-1	1.0	-0.8	-2	20	i	-3
O=C(NC1CC1)c1ccc(S(=O)(=O)NC2CCCCCC2)cc1
  -4	8	-2	0.4	0.1	0	0	i	-2
Cc1c(C(=O)N2CCN(C(c3ccccc3)c3ccccc3)CC2)oc2ccccc12
  0	-4	-6	0.7	-0.4	3	26	i	-4
CC(C)(C)c1cc(=O)n(-c2ccccc2)[nH]1
  13*	14	-9	-0.3	3.3	3	-11	i	-7
CCCCN(C(=O)CSCc1ccc(C)cc1)c1c(N)n(Cc2ccccc2)c(=O)[nH]c1=O
  2	7	6	1.9	-0.1	0	-8	i	-3
Cc1ccc(C(=O)NCCc2nc3ccccc3[nH]2)cc1[N+](=O)[O-]
  1	-3	-1	-0.2	77*	1	10	i	-3
Cc1nn(-c2ccccc2)c(C)c1C(=O)NNC(=O)C(F)(F)F
  -1	4	2	-0.2	-0.9	0	-3	i	-5
CCCOc1ccc(Cl)cc1CN1CCOCC1
  0	6	3	-0.7	-0.2	-7	-1	i	-4
CCCc1cc(=O)[nH]c(SCC(=O)N2CCCC2=O)n1
  -1	0	1	-0.3	0.0	2	-2	i	-4
Cc1ccc(N2C(=O)CC(N(CCc3ccccc3)C(=S)Nc3ccc(N(C)C)cc3)C2=O)cc1 (stereo not drawn)
  1	-25	9	0.7	74*	5	10	i	0
CSc1nc(C)cc(NC(N)=O)n1
  2	-7	3	-0.1	-0.9	-4	-8	i	-11
CC1(C)CC(=O)C/C(=N\NC(=O)c2cccs2)C1
  0	0	-6	0.0	0.1	7	-6	i	-3
COc1ccccc1C(=O)Nc1nc2nc(-c3ccccc3)cc(=O)n2[nH]1
  2	5	-5	-0.1	-0.2	-4	0	i	1
CCOC(=O)C1(Cc2ccccc2)CCCN(CCCn2cccn2)C1 (stereo not drawn)
  -1	-6	-5	-0.1	-0.4	0	-5	i	-1
Cc1sc2nc(C(C)C)nc(SCC(=O)N3c4ccccc4CC3C)c2c1C (stereo not drawn)
  -2	-2	-1	-0.5	-0.4	-7	6	i	-3
COc1cc(/C=C2\C(=O)ON=C2c2ccccc2)cc(Cl)c1O
  4	-147	2	3.7	-0.3	-1	-3	i	-4
COc1ccc(C(=O)NNC(=O)c2cccc(F)c2)cc1
  3	8	-2	-0.7	0.2	-7	-7	i	-2
CCOC(=O)c1c(C)[nH]c(C(=O)OCc2ccc(F)cc2)c1C
  2	6	-2	0.1	-0.3	-17	4	i	-2
Cc1cc2ncn(S(=O)(=O)N3CCOCC3)c2cc1C
  7	6	6	1.2	-1.6	-6	-7	i	-5
O=C(O)CCC(=O)N1N=C(c2cccs2)CC1c1ccc(Br)cc1 (stereo not drawn)
  0	-10	-1	2.3	-1.2	-18	-3	i	-2
O=C1C(C2=NC(C(=O)O)C3C(=O)N(c4ccc(Cl)cc4)C(=O)C23)=C(O)c2ccccc21 (stereo not drawn)
  2	0	-3	3.5	0.3	6	-5	i	-2
Clc1ccc(Cc2noc(Cc3ccccc3)n2)cc1Cl
  2	2	-7	-1.2	-2.1	-9	30	i	-11
OC[C@@H]1CN(Cc2ccccc2)C[C@H](n2cnc3c(N4CCCC4)ncnc32)O1
  4	10	3	0.6	-0.2	-4	-3	i	-10
CNC(=O)N(O)C1N(NC(=O)Nc2ccccc2)C(=S)SC1(C)C (stereo not drawn)
  -3	5	-2	0.2	0.1	-16	-14	i	-2
O=C1CC2CC1C(C(=O)O)C2C(=O)O (stereo not drawn)
  1	2	-8	-0.8	-0.5	-3	-8	i	-2
CCOC(=O)C1=C(O)/C(=C\c2sccc2C)N=C1C
  0	9	-5	1.3	0.4	3	-5	i	-1
CCCCC(=O)Nc1cccc(-c2cn3ccsc3n2)c1
  3	4	-2	-0.1	-1.0	0	-1	i	-5

Quoted from above, two compounds:
Every second line gives: Rin1-Abl PPI inh	MLLE-PAM2 inh	CSN deneddyl inh	MsrA inh	TbMetRS inhib	eLon inh	FAS TE block	Neddyl block	bovine MsrA act
CCCCN(C(=O)COC(=O)c1sccc1C)c1c(N)n(CCC)c(=O)[nH]c1=O
  -2	-5	-2	0.7	0.0	-5	-6	i	-3
O=C1/C(=C/c2cccnc2)SC(=S)N1c1ccc(F)cc1
  4	43*	2	0.9	-0.6	-5	-5	i	-3

New compounds follow.
Every second line gives: Rin1-Abl PPI inh	MLLE-PAM2 inh	CSN deneddyl inh	MsrA inh	TbMetRS inhib	eLon inh	FAS TE block	Neddyl block	bovine MsrA act
COC(=O)c1cnc(Nc2cc(C)ccc2OC)c2ccccc12
  -3	3	2	2.3	-0.1	-8	7	.	1
Fc1cccc(-c2cc3nc4c(c(N5CCC6(CC5)OCCO6)n3n2)CCCC4)c1
  0	-14	-1	-0.3	-0.1	0	55*	.	0
Cc1cc(O)c(C=Nc2ccc(N3CCOCC3)cc2)c(C)c1Cl
  -1	-48	3	0.8	0.0	3	-37	i	2
N#CC1=C(Nc2ccc(Br)cc2)CCC1
  -1	10	-1	-0.1	-0.8	-9	-3	i	-10
COc1ccc(/C=C2/SC(=S)N(CCCC(=O)Nc3ccc(O)cc3)C2=O)cc1
  -4	5	1	2.0	-0.1	-5	7	i	-5
CC(=O)/C(=N\Nc1ccc(Cl)cc1Cl)Sc1nnc(-c2ccccc2)n1-c1ccccc1
  0	-16	-4	0.0	0.3	-10	-5	i	-3
O=C(NCC1CCCO1)C(c1ccncc1)N(Cc1ccc(F)cc1)C(=O)CN1C(=O)c2ccccc2S1(=O)=O (stereo not drawn)
  1	3	-2	-0.7	-0.9	-8	-3	i	-3
O=C(CSc1nn(-c2ccccc2)c(=S)s1)Nc1ncccn1
  2	-97	3	-0.4	-0.1	0	-4	i	-3

Screens as filed in PubChem.
